Source: PubChem
NadD block: NadD (S. aureus) enzyme inhibition; 0.78% of 360,000 active; purified NadD enzyme, colorimetric absorbance read-out; inhibition, % at 20 µM; in the data active means inhibition above about 26%; further: some compounds past the cut are filed as inactive
PABP1 MLLE inh: blocks PAM2 peptide binding to the PABP1 MLLE domain; P11940; GST-MLLE / FITC-PAM2 fluorescence polarization; inhibition, % at 20 µM; 0.36% of 360,000 active; AID 588489; in the data active means inhibition above about 35%, passing the limit was not always enough;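 further: plate controls were DMSO wells with GST-MLLE for no effect and wells lacking GST-MLLE protein for full effect; some results filed as inactive read as strong as hits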
Target sequence (P11940 whole entry, looked up, the tested form may be a part): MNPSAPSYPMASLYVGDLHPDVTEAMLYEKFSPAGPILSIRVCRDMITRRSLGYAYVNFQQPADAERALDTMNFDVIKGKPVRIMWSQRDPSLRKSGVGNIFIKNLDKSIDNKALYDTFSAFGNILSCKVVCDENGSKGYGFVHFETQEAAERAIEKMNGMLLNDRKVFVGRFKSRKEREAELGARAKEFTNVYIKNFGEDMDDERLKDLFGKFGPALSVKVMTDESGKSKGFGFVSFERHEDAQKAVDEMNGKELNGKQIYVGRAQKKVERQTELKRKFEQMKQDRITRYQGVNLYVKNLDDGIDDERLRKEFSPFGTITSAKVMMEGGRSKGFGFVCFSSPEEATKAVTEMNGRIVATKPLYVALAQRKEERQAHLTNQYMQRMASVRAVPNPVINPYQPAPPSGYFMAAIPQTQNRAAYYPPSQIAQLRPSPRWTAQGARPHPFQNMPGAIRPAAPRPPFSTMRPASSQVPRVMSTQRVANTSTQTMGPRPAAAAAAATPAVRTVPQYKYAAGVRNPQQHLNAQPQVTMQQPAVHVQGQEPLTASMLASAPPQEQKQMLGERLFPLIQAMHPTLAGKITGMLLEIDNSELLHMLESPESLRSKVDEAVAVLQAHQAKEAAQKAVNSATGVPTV
Rpn11 inh: blocks the human proteasome subunit Rpn11; human 26S proteasome, Ub4-pepOG fluorescence polarization; 20S core pre-blocked with epoxomicin; calls only at 20 µM; 0.59% of 360,000 active;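 active means inhibition at 20 µM, scaled to each plate's controls, above about 33%, limit read from the data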
Target sequence (O00487 whole entry, looked up): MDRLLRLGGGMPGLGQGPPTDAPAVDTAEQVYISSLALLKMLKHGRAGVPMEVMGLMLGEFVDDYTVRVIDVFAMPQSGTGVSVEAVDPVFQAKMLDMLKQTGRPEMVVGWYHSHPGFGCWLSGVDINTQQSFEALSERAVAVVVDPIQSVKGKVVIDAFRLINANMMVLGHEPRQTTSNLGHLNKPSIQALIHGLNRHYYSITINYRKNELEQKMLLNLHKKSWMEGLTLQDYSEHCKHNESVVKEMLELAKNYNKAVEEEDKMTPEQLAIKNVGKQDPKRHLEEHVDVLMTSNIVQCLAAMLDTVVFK
SKN-1 inh: blocks SKN-1 activity in C. elegans; C. elegans VP596 Pgst-4::GFP/RFP ratio, acrylamide-induced, 24 h; inhibition, % at 21.8 µM; 0.49% of 360,000 active;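 active means interference check ratio from 0.5 to 1.5 plus GFP to RFP signal ratio inhibition reaching or exceeding a fixed threshold, cut at about 30% in these data, passing the limit was not always enough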; further: some compounds called inactive have numbers as strong as hits
Neddyl block: blocks human cullin neddylation | TR-FRET cullin neddylation, biochemical | 0.58% of 360,000 active | P61081+Q13564 | AID 651699 | calls only at 25 µM; in the data active means inhibition above about 36%
Rin1-Abl PPI inh: human Rin1-Abl interaction inhibition. P00519+Q13671. TR-FRET Rin1/Abl binding, biochemical. inhibition, % at 7.35 µM. 0.4% of 360,000 active. AID 588664; in the data active means inhibition above about 5%, passing the limit was not always enough
CSN inh: CSN deneddylation inhibition. AID 651999. inhibition, % at 12.5 µM. 0.38% of 360,000 active. Purified CSN, SCF-Nedd8-OG deneddylation, fluorescence polarization;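 active means pattern-corrected inhibition above about 35%, with an unprinted fluorescence ratio check between 0.5 and 1.5, limit read from the data, passing the limit was not always enough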;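 further: 0% = enzyme with substrate and 100% = substrate without enzyme; some results filed as inactive read as strong as hits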
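Assay system: purified human Csn5 enzyme expressed in HEK293T cells; Input: 0.24 nM Csn5 enzyme, final concentration; Reagent: 10 nM SCFSkp2-Nedd8OG; Compound dosing: 12.5 µM single point; Times: reaction 90 min, room temperature; Technique: fluorescence polarization readout.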
FAS TE block: blocks the thioesterase domain of human fatty acid synthase; P49327; recombinant FAS-TE, OMFH fluorogenic substrate, fluorescence endpoint; inhibition, % at 15 µM; 0.67% of 360,000 active; AID 602261;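 active means compounds whose normalised, plate-corrected inhibition of enzyme fluorescence in the single-dose primary screen is 50% or more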;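 further: 0% = DMSO with enzyme and 100% = substrate without enzyme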
MT1-MMP act inh: MT1-MMP (human) activation inhibition | P50281 | GFP/RFP ratio change, % at 20 µM | AID 651647 | 0.061% of 360,000 active | HT1080 RFP-PRO-GFP cells, GFP/RFP ratio fluorescence, overnight; percent of plate control window, DMSO zero;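 active means GFP/RFP ratio change of at least 30% with cell ATP level not reduced by more than half and red fluorescence within 50% of control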; further: strong numbers were not always called active
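Read-out: GFP/RFP fluorescence ratio; Test system: RFP-PRO-GFP reporter HT1080 cells; Compound dosing: single-point 20 µM compound, 1% DMSO; Times: overnight compound exposure at 37 °C.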
* = called active by the depositor; i = inactive; · = no result given; + = active, no number.

cpd	SMILES	NadD block	PABP1 MLLE inh	Rpn11 inh	SKN-1 inh	Neddyl block
1	Cc1cccc(NC(=O)CN2CCN(C(=O)c3cccc(-n4cnnn4)c3)CC2)c1C	2	-26	i	8	i
2	O=C(/C=C/[C@H]1O[C@@H](n2ccc(=O)[nH]c2=O)[C@H](O)[C@@H]1O)NCCc1c[nH]c2ccccc12	-4	5	i	10	i
3	CCOC(=O)C1=NNC(C(=O)OCC)C1C(=O)OCC (centres undefined)	-3	-11	i	-17	i
4	O=C(Nc1cccnc1)c1ccc(N2CCOCC2)c([N+](=O)[O-])c1	-3	4	i	6	i
5	Cc1ccc(CSCC(=O)Nc2ccc3c(c2)OCO3)cc1	9	-4	i	3	i
6	CCOc1ccc2nc(NC(=O)C(CC)Sc3nc(C)cc(=O)[nH]3)sc2c1 (centres undefined)	1	22	i	-3	i
7	CCOc1cc(CN2CCN(Cc3ccc(C)o3)C(CCO)C2)ccc1OC (centres undefined)	-6	8	i	8	i
8	CCN(CC)CCCNC(=O)CSc1nc(C)cc(C)n1	3	16	i	-6	i
9	Cc1csc(NC(=O)CSc2nc(C(C)C)nc3ccccc23)n1	-7	-2	i	-3	i
10	CCOC(=O)c1cccc(NC(=O)c2cncc(Br)c2)c1	3	-4	i	-3	i
11	CSc1ncccc1C(=O)NC1CC(C)(C)Cc2c1cnn2-c1ccccc1C (centres undefined)	1	12	i	9	i
12	COc1ccc(C=C2SC(=S)N(CCCC(=O)Nc3ccc(C(=O)O)c(O)c3)C2=O)cc1OC	23	-79	+	5	i
13	Cc1cc(C(=O)CSc2nnnn2-c2ccccc2)c(C)n1CCc1ccccc1	-6	-56	i	4	i
14	CC(C)(C)C(=O)OCc1nc(-c2ccc(O)c(O)c2)cs1	3	6	i	7	i
15	O=C(COC(=O)c1cc(S(=O)(=O)N2CCOCC2)ccc1Cl)NCc1ccccc1	-4	-3	i	6	i

cpd	Rin1-Abl PPI inh	CSN inh	FAS TE block	MT1-MMP act inh
1	0	-4	-4	9
2	1	1	-6	-2
3	1	-2	-4	4
4	-4	-4	-2	0
5	-1	0	3	4
6	-1	-4	-5	5
7	-1	-6	-15	-1
8	1	1	-11	2
9	-2	1	4	-5
10	-2	-1	0	-4
11	1	-1	-2	0
12	-4	9	1	-9
13	2	-2	5	2
14	0	6	-1	8
15	1	-5	0	-3

Arranged by value in MT1-MMP act inh (lowest first): 3 from the list above.
nr	SMILES	NadD block	PABP1 MLLE inh	Rpn11 inh	SKN-1 inh	Neddyl block	Rin1-Abl PPI inh	CSN inh	MT1-MMP act inh
5	Cc1ccc(CSCC(=O)Nc2ccc3c(c2)OCO3)cc1	9	-4	i	3	i	-1	0	4
14	CC(C)(C)C(=O)OCc1nc(-c2ccc(O)c(O)c2)cs1	3	6	i	7	i	0	6	8
1	Cc1cccc(NC(=O)CN2CCN(C(=O)c3cccc(-n4cnnn4)c3)CC2)c1C	2	-26	i	8	i	0	-4	9

Continued:
cpd	SMILES	NadD block	PABP1 MLLE inh	Rpn11 inh	SKN-1 inh	Neddyl block
16	COc1cccc(CN(CC(=O)NC2CCCC2)C(=O)c2csnn2)c1	-2	15	i	10	i
17	Cc1nn(-c2ccc(F)cc2F)c(=O)c2noc(C)c12	2	8	i	3	i
18	CC1=C(C#N)C(C(F)(F)F)(C(F)(F)F)N=C(c2ccco2)N1	-1	-8	i	9	i
19	CC(C)(CNC(=O)c1ccc(S(=O)(=O)Nc2ccccc2F)cc1)N1CCOCC1	0	-17	i	3	i
20	CC#C[C@@H](CC)c1ccc2ccn(C)c2c1	-3	-4	i	10	i
21	Cc1ccc(NNC(=O)c2cc(C(C)(C)C)nn2Cc2ccccc2)cc1	4	6	i	-1	i
22	O=C(O)CCn1[nH]c(=O)ccc1=O	4	-8	i	5	i
23	CC(OC(=O)C1=COCCO1)C(=O)NC1CCCCC1 (centres undefined)	-3	-8	i	-2	i
24	C/C(CC(=O)Nc1ccc(C)cc1C)=N\NC(=O)C(C)C	-4	-5	i	-15	i
25	CC(C)N(C(=O)Cn1c(=O)oc2ccccc21)c1ccccc1	3	-2	i	2	i
26	COc1ccc(CCNC(=O)CN2CCN(c3cccc(C(F)(F)F)c3)CC2)cc1	-2	3	i	-2	i
27	CCCCNC(=O)N(C)c1nc2ccccc2s1	-4	22	i	33	i
28	CN(C)n1cccc1/C=C(\C#N)S(=O)(=O)c1cccc(Cl)c1	-2	0	i	4	i
29	Cc1ccc(F)cc1C(=O)N1CCCCC1c1cc(C(=O)Nc2ccccc2)no1 (centres undefined)	1	4	i	0	i
30	CCOc1ccc(NC(=O)CN(C)C(=O)c2cc([N+](=O)[O-])ccc2N2CCCCC2)cc1OCC	-3	-17	i	-7	i

cpd	Rin1-Abl PPI inh	CSN inh	FAS TE block	MT1-MMP act inh
16	0	1	-4	-2
17	1	-2	-4	-1
18	1	4	2	5
19	0	-1	-8	0
20	-1	3	10	0
21	-1	-2	9	2
22	2	2	-12	1
23	-3	-2	-8	-2
24	3	1	-7	-6
25	2	2	-7	·
26	2	-1	5	-23
27	-3	-5	4	4
28	-3	-4	24	0
29	-3	1	14	-3
30	2	5	18	3

(further entries)
cpd	SMILES	NadD block	PABP1 MLLE inh	Rpn11 inh	SKN-1 inh	Neddyl block
31	COc1ccc(C2CC(=O)C=C(NC3CCCC3)C2)cc1 (centres undefined)	0	-12	i	0	i
32	c1ccc2nc3c(nc2c1)OCC1CCCCN31 (centres undefined)	-4	0	i	9	·
33	COc1ccc([N+](=O)[O-])cc1NC(=O)Cc1ccc(Cl)cc1	-7	-2	i	15	i
34	O=C(NCCCNC(=O)c1cccs1)c1cccs1	11	1	i	10	i
35	COc1cccc(N=Nc2ccc3ccccc3c2O)c1	4	-36	i	62	i
36	O=C(CNC(=O)c1cccs1)NCCc1ccco1	2	-3	i	-17	i
37	Cc1cccc(C(C)C)c1NC(=O)Cc1ccc(S(=O)(=O)N2CCOCC2)s1	-5	-4	i	10	i
38	CC1CC(C)C(=O)C(C(CC2CC(=O)NC(=O)C2)OC(=O)CC(=O)c2ccccc2)C1 (centres undefined)	1	-8	i	20	i
39	CC(=O)Nc1ccc(S(=O)(=O)N2CCN(S(=O)(=O)N3CCCCCC3)CC2)cc1	1	-8	i	13	i
40	COc1cc(CO)ccc1OCc1nnnn1-c1ccc(C)cc1	-2	8	i	-4	i
41	COc1ccc(C(=O)NCc2cc(C(C)C)no2)cc1OC1CCN(C(C)C)CC1	-7	7	i	4	i
42	CCN(CC)c1ncnc2c1ncn2[C@H]1CN(Cc2cccs2)C[C@@H](CO)O1	1	-15	i	9	i
43	COc1ccccc1C(O)(C(=O)N(NC(C)=O)c1ccccc1)c1ccccc1OC	-4	-11	i	4	i
44	COc1ccc(-c2nnc3n2N=C(C)CS3)cc1	2	-33	i	-2	i
45	Cc1cccn2c(CN[C@H]3CCCCNC3=O)c(C(=O)N3CCOCC3)nc12	-8	-3	i	-9	i

cpd	Rin1-Abl PPI inh	CSN inh	FAS TE block	MT1-MMP act inh
31	-2	-1	-8	-2
32	0	-2	-3	0
33	-5	-13	81*	-4
34	-4	-4	-14	-1
35	2	3	22	43
36	5	5	-6	2
37	-2	-4	-4	0
38	0	-2	-2	-56
39	0	-1	-4	7
40	2	6	-8	1
41	-1	2	-4	-2
42	2	0	-4	2
43	0	-2	-3	-1
44	-3	4	-8	2
45	0	0	-2	-5

New compounds follow:
cpd	SMILES	NadD block	PABP1 MLLE inh	Rpn11 inh	SKN-1 inh	Neddyl block
46	O=C(CCN1C(=O)/C(=C/c2ccccc2F)SC1=S)NC1C=CS(=O)(=O)C1 (centres undefined)	0	17	i	-5	i
47	COc1ccc(NC(=O)C2(C)Cc3c(-c4ccccc4)ccnc3O2)cn1 (centres undefined)	-10	-3	i	15	i
48	Cc1onc(-c2ccccc2)c1C(=O)OCC(=O)NC(C)c1ccc(Cl)cc1 (centres undefined)	-7	4	i	-12	i
49	CCOC(=O)CNC1CC(=O)N(c2ccc(Br)cc2)C1=O (centres undefined)	1	5	i	16	i
50	CC1CCCCC1NC(=O)CCCCn1c(=O)[nH]c2ccsc2c1=O (centres undefined)	0	2	i	14	i
51	COC(=O)c1nc(NC(=S)NC(=O)c2cccs2)sc1C	0	10	i	7	i
52	O=C(NCc1cccs1)c1noc2c1CCCC2	-6	-8	i	-7	i
53	COCCN(C(=O)Nc1ccccc1)c1ccccc1C	-4	-7	i	-12	i
54	O=C(CSc1nc2c(c(=O)[nH]1)CCCC2)Nc1ccc(Cl)cc1F	1	-14	i	-25	i
55	OC(Cc1ccccc1)c1ncc(-c2ccc(Cl)cc2)[nH]1 (centres undefined)	4	5	i	2	i
56	CCN(CC)c1ccc(/C=C2/C(=O)ON=C2C)cc1	5	-178	·	22	i
57	CC(C(=O)NC1CCCC1)N1CCN(S(=O)(=O)c2ccccc2Cl)CC1 (centres undefined)	3	6	i	5	i
58	O=c1[nH]c(-c2ccccc2)cs1	-3	3	i	10	i
59	O=C(NCCc1c[nH]c2ccccc12)c1[nH]c(C(F)(F)F)nc1-c1ccccc1	-9	-3	i	7	i
60	COC(=O)CCC(=O)OC1(C)C(=O)C2=CN(c3ccc(OC)cc3)C(c3ccc(OC)cc3)=CC2=C(Br)C1=O (centres undefined)	12	-27	i	8	i
61	O=C(Nc1cccc(F)c1)c1ccc(S(=O)(=O)N2CCCCC2)cc1	2	0	i	-16	i
62	CCCCCCN1Cc2ccccc2C1	-1	10	i	20	i

cpd	Rin1-Abl PPI inh	CSN inh	FAS TE block	MT1-MMP act inh
46	-1	1	-5	-3
47	-5	-3	-9	-3
48	4	-7	22	1
49	0	0	-6	-4
50	3	0	0	-3
51	-4	6	3	-6
52	-1	1	-4	-12
53	0	0	-9	4
54	-1	1	-5	7
55	-2	1	2	3
56	-14	29	-11	-7
57	-2	-4	-7	3
58	-1	-2	-6	3
59	1	7	-6	1
60	3	3	2	16
61	4	1	12	6
62	1	1	-5	13

Among those listed so far, these have a thiophene ring, fused or not.
cpd	SMILES	NadD block	PABP1 MLLE inh	Rpn11 inh	SKN-1 inh	Neddyl block
34	O=C(NCCCNC(=O)c1cccs1)c1cccs1	11	1	i	10	i
36	O=C(CNC(=O)c1cccs1)NCCc1ccco1	2	-3	i	-17	i
37	Cc1cccc(C(C)C)c1NC(=O)Cc1ccc(S(=O)(=O)N2CCOCC2)s1	-5	-4	i	10	i
42	CCN(CC)c1ncnc2c1ncn2[C@H]1CN(Cc2cccs2)C[C@@H](CO)O1	1	-15	i	9	i
50	CC1CCCCC1NC(=O)CCCCn1c(=O)[nH]c2ccsc2c1=O (centres undefined)	0	2	i	14	i
51	COC(=O)c1nc(NC(=S)NC(=O)c2cccs2)sc1C	0	10	i	7	i
52	O=C(NCc1cccs1)c1noc2c1CCCC2	-6	-8	i	-7	i

cpd	Rin1-Abl PPI inh	CSN inh	FAS TE block	MT1-MMP act inh
34	-4	-4	-14	-1
36	5	5	-6	2
37	-2	-4	-4	0
42	2	0	-4	2
50	3	0	0	-3
51	-4	6	3	-6
52	-1	1	-4	-12
